# Source: PubChem BioAssay
# PriA SSB inh: blocks PriA binding to SSB C-terminal tail | AlphaScreen SSBct-PriA binding, biotinylated peptide | inhibition, % at 33 µM | 0.6% of 430,000 active; in the data active = inhibition mostly above about 37%, no sharp cut-off; inactive = mostly below about 20%;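 note: plate controls were negative control peptide for no effect and reference peptide for full effect; strong numbers were not always called active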
# * marks the source's active call; other numbers are inactive results; & = joins results of further samples.
structure | PriA SSB inh
COc1ccc(CC(=O)N2CCN(c3ccc(-c4ccc(C)cc4C)nn3)CC2)cc1OC | -9.0
COCCN(Cc1ccoc1)C(=O)NC1CCCC1 | 3.0
Cc1cccc(N2C(=O)c3cccc4cccc(c34)C2=O)n1 | -13.0
CCCOc1ccc(/C=C/C(=O)Nc2cc(OC)c(Cl)cc2OC)cc1 | -2.0
Cc1ccc(S(=O)(=O)N2CCC(C(=O)Nc3ccc4nc(C)sc4c3)CC2)cc1 | -8.0
COC(=O)c1sc(-c2ccccc2)cc1NC(=O)c1cc([N+](=O)[O-])cc([N+](=O)[O-])c1 | -10.0
COc1cc(C=NNc2ccc([N+](=O)[O-])cn2)cc(OC)c1O | -0.7
O=C(NCC(O)(c1ccco1)C1CC1)Nc1c(F)cccc1F (configuration not stated) | -1.0
COc1cc(C=NNC(=O)c2ccc3c(c2)OCCO3)c(Br)c(Br)c1O | -11.5
Cc1oc2c(C)c3oc(=O)c(CCC(=O)N4CC5C[C@H](C4)Cn4c5cccc4=O)c(C)c3cc2c1C | 12.2
O=C(NC[C@H]1CCCN1c1ccccc1)c1ccncc1 | 4.0
COc1ccccc1N1CCN(C(=O)C2CN(S(=O)(=O)C3CC3)C2)CC1 | -15.0
CCCCCCCC#Cc1ccccc1C=NS(=O)c1ccc(C)cc1 (configuration not stated) | -45.2
COc1ccc(N2CCN(CCNC(=O)c3ccc(OC(C)C)cc3)CC2)cc1 | -4.0
Fc1ccc(-c2cn[nH]c2-c2ccncc2)cc1 | 4.0
Cc1cc(NC(=O)C(C)(C)Oc2ccc(Cl)cc2)n(-c2ncnc3c2cnn3-c2ccc(F)cc2)n1 | 9.0
CCOC(=O)N1CCc2c(sc(NC(=O)c3ccccc3S(C)(=O)=O)c2C(N)=O)C1 | -2.0
NC(=O)c1ccsc1NC(=O)CN1C(=O)c2ccccc2C1=O | -24.0
COc1ccc(C=NNc2nc(C)cc(-c3ccccc3)n2)cc1OC | -3.6
NCC(=O)N1CCOC(c2ccccc2)C1 (configuration not stated) | 10.0
COc1ccc(-c2nc(CCNC(=O)c3c[nH]c(=O)n(C)c3=O)cs2)cc1 | -5.0
Cc1ccccc1C(=O)N/N=C\c1ccc(OC(=O)c2ccccc2)cc1 | -2.0
O=C(OCc1ccc([N+](=O)[O-])cc1)c1ccc(S(=O)(=O)NCC2CCCO2)cc1 (configuration not stated) | 8.0
Cc1ccc2cccc(C(=O)N3CCC(n4ccnn4)C3)c2n1 (configuration not stated) | 4.0
O=C(CSc1nc2ccccc2c(=O)n1CC1CCC(C(=O)NCc2ccco2)CC1)Nc1nccs1 (configuration not stated) | -10.0
Nc1c2cnn(-c3ccccc3)c2nc(=O)n1-c1ccccc1 | 2.0
CCOc1cn(-c2ccc(F)cc2)nc1C(=O)NCc1ccc2c(c1)OCO2 | 2.0
COc1ccc(-c2cn3nc(COc4ccc([N+](=O)[O-])cc4)n4c3c2CCCC4)cc1OC | 12.0
COc1cccc(C=NNC(=O)CSc2ccccc2C)c1OC | -11.7
Cc1[nH]c(=O)[nH]c(=O)c1CCC(=O)N1CCc2ccccc21 | 5.0
CCOC(=O)N1CCc2c(sc(NC(=O)c3cc(Cl)sc3Cl)c2C#N)C1 | -10.0
O=C(CSc1nnc(NC(=O)c2ccc3ccccc3c2)s1)NCC1CCCO1 (configuration not stated) | -13.0
O=S(=O)(c1cccc2cccnc12)N1CC[C@H](n2cc(-c3ccccc3)nn2)C1 | -13.0
CCOc1cc(C=NNc2nnc(C)n2N)ccc1OC(C)=O | -16.8
O=C(NCCc1ccc(F)cc1)C(=O)Nc1ccc2c(c1)N(S(=O)(=O)c1cccs1)CCC2 | -14.0
O=c1cc(CSc2nc(Nc3ccc(F)c(F)c3)c3ccccc3n2)nc2ccccn12 | -13.0
O=C(NCC1CCN(c2ccccn2)CC1)c1ccccc1Br | -10.0
O=S(=O)(NCCCN1CCN(c2ccccc2)CC1)c1ccc2c(c1)OCCO2 | -5.0
O=C(Nc1ccc2c(c1)N(C(=O)c1cccs1)CC2)c1cc2ccccc2oc1=O | 2.0
O=c1cc(O)nc2ccccn12 | -9.0

# Four entries from above, field by field:
SMILES: Cc1ccccc1C(=O)N/N=C\c1ccc(OC(=O)c2ccccc2)cc1
  PriA SSB inh: -2.0
SMILES: O=C(OCc1ccc([N+](=O)[O-])cc1)c1ccc(S(=O)(=O)NCC2CCCO2)cc1 (configuration not stated)
  PriA SSB inh: 8.0
SMILES: Cc1ccc2cccc(C(=O)N3CCC(n4ccnn4)C3)c2n1 (configuration not stated)
  PriA SSB inh: 4.0
SMILES: O=C(CSc1nc2ccccc2c(=O)n1CC1CCC(C(=O)NCc2ccco2)CC1)Nc1nccs1 (configuration not stated)
  PriA SSB inh: -10.0

# (more compounds)
structure | PriA SSB inh
CCOP(=O)(CCP(=O)(OCC)OCC)OCC | -6.7
CCOc1ccc(NC(=O)Cc2csc(Nc3ccc(F)cc3)n2)cc1 | -5.0
CCC(C(=O)NCCn1ncccc1=O)c1ccccc1 (configuration not stated) | -12.0
Cc1cccc2sc(OC3CN(C(=O)c4cc5ccccc5o4)C3)nc12 | -25.0
Cc1ccc(O[C@H]2CCN(C(=O)c3ccc(Cl)s3)C2)nn1 | -11.0
O=C(CCSc1ccccc1)NCCn1nc(-c2ccccc2)ccc1=O | -8.0
CON=Cc1ccc(N2CCN(C(=O)c3cccc(C(F)(F)F)c3)CC2)c([N+](=O)[O-])c1 | -12.8
O=C(NCc1cccc(F)c1)NC1(c2nc(-c3cnccn3)no2)CCCCC1 | -2.0
COc1cc(=O)n(-c2ccccc2)cc1C(=O)N1CC(n2cc(-c3ccccc3)nn2)C1 | -10.0
Nc1ccc(F)cc1S(=O)(=O)Nc1ccc(Br)cc1 | 1.0
CC(C)c1ccc(C=NNC(=O)c2nnn(-c3nonc3N)c2CN2CCOCC2)cc1 | -1.1
NC(=NS(=O)(=O)c1cc(C(F)(F)F)cc(C(F)(F)F)c1)c1cccs1 | -1.5
O=C(CN1C(=O)c2ccccc2C1=O)NCC1COC2(CCCCC2)O1 (configuration not stated) | -11.0
O=C(c1ccccn1)N1CCC2(CCc3ccccc3O2)CC1 | -4.0
COc1cccc2sc(NC(=O)/C=C/c3ccccc3)nc12 | -11.0
O=C(CN1C(=O)c2ccccc2S1(=O)=O)Nc1ncnc2nc[nH]c12 | 3.0
Cc1ccc2nc3c(cc(C(=O)N4CCN(C(=O)c5ccco5)CC4)n3C)c(=O)n2c1 | 0.0
COc1ccccc1-c1nnc2ccc(OCCNC(=O)c3c(F)cccc3Cl)nn12 | 1.0&1.0
COc1ccc(N2C[C@@H](CNS(=O)(=O)c3cc(OC)ccc3OC)CC2=O)cc1 | 1.0
CCCc1nnsc1C(=O)Nc1cc2nc(-c3ccccc3)oc2nc1C | 19.0

# Pulled by compound from above:
structure | PriA SSB inh
CCOc1ccc(NC(=O)Cc2csc(Nc3ccc(F)cc3)n2)cc1 | -5.0
COc1cc(=O)n(-c2ccccc2)cc1C(=O)N1CC(n2cc(-c3ccccc3)nn2)C1 | -10.0

# (cont.)
structure | PriA SSB inh
COc1cccc(C=NNc2snc(SC)c2C#N)c1O | 33.3
O=C1O[C@H](C(=O)Nc2ccccc2C(F)(F)F)Cc2ccc(Cl)cc21 | -10.0
O[C@H](COc1cccc2ccccc12)CN1CCN(Cc2ccc3c(c2)OCO3)CC1 | 28.0
O=S(=O)(NCCOc1ccccc1)c1cccs1 | -14.0
Clc1ccc(Cl)c(-c2ccc(C=Nc3ncn[nH]3)o2)c1 | -19.2
NC(=O)NN=C1CCS(=O)(=O)c2ccc(F)cc21 | -2.0
N#C/C(=C/c1ccc(-c2ccc(F)c(Cl)c2)o1)c1nc2ccccc2[nH]1 | 10.0
Cc1ccc(S(=O)(=O)N=CN(C)C)cc1 | 0.6
COCCCNC(=O)CC1Sc2ccccc2NC1=O (configuration not stated) | 5.0
O=C(C(c1ccccc1)c1ccccc1)N1CCC(S(=O)(=O)c2ccc(F)cc2)CC1 | -14.0
O=C(Nc1nnc(-c2ccccc2)o1)C1CC1 | 4.0
CCCC(=NNC(=O)C1CC1)c1ccc(Br)cc1 | -12.6
CCCC(=O)Nc1ccc(S(=O)(=O)N2CCN(c3ccc4nnc(C)n4n3)CC2)cc1 | 2.0
COc1cccc(OCC(=O)Nc2ccc3c(c2)CCCN3C(C)=O)c1 | 11.0
C=CCN1C(=O)C(C)(C)COc2ccc(NC(=O)c3ccc(C)c(C)c3)cc21 | 25.0
COc1ccc(N2CCN(CC(N)=O)CC2)cc1 | 23.0
O=C(Cc1cccs1)Nc1c2c(nn1-c1cccc(Cl)c1)CSC2 | -9.0
O=S(=O)(c1ccccc1Cl)N1CCN(c2nc(N3CCOCC3)nc(-n3ccnc3)n2)CC1 | -11.0
COc1ccc(C)cc1S(=O)(=O)N1CCN(c2ccc(-c3ccccc3C)nn2)CC1 | 12.0
O=C(c1cccnc1)N1CCN(c2nnnn2-c2ccccc2)CC1 | -3.0

# An excerpt of these results, as labelled records:
SMILES: O=S(=O)(c1ccccc1Cl)N1CCN(c2nc(N3CCOCC3)nc(-n3ccnc3)n2)CC1
  PriA SSB inh = -11.0

SMILES: COc1cccc(C=NNc2snc(SC)c2C#N)c1O
  PriA SSB inh = 33.3

SMILES: COCCCNC(=O)CC1Sc2ccccc2NC1=O (configuration not stated)
  PriA SSB inh = 5.0

SMILES: CCCC(=O)Nc1ccc(S(=O)(=O)N2CCN(c3ccc4nnc(C)n4n3)CC2)cc1
  PriA SSB inh = 2.0

# (more compounds)
compound,PriA SSB inh
CCCCN(C)c1nc2ccccc2nc1S(=O)(=O)Cc1ccc(Cl)cc1,-32.0&-21.0
O=[N+]([O-])c1cc(C=NO)ccc1Oc1ccccc1Cl,-4.6
C=C(Br)Cn1c(C2CC(=O)N(CCCC)C2)nc2ccccc21 (configuration not stated),-5.0
O=S(=O)(c1ccc2c(c1)OCCCO2)N(Cc1ccsc1)C1CC1,-18.0
Cc1ccc(S(=O)(=O)NC(N)=NCCc2ccccc2)cc1,6.0
O=C(CSc1cccc2cccnc12)NN=Cc1cccc(O)c1,1.7
COc1ccc(CCNC(=O)Cc2csc(SCC(=O)Nc3cccc(NC(C)=O)c3)n2)cc1,0.0
O=C(Cn1cnc2c(oc3ccccc32)c1=O)Nc1ccc(Cl)c(Cl)c1,-18.0
Cn1c(=O)c2c(SCc3cccc(C(F)(F)F)c3)nc(CC(C)(C)C)nc2n(C)c1=O,-15.0
Cc1cc(N2CCOCC2)nc(CNC(=O)Nc2ccc(Cl)c(C(F)(F)F)c2)n1,-12.0
Cc1c(C(=O)C(=O)Nc2ccccc2Cl)c2ccccc2n1C,-2.0
O=C(CSc1n[nH]c(-c2ccccn2)n1)Nc1cc(Cl)ccc1Cl,4.8
Cc1ccc(/C=C/S(=O)(=O)NC(C)Cc2ccco2)cc1 (configuration not stated),-2.0
Cc1c(C=NO)c2ccccc2n1C,-16.6
O=C(Nc1nc(-c2ccco2)cs1)C1COCC(=O)N1Cc1cccs1 (configuration not stated),5.0
COC(NC(=O)NC(OC)C(Cl)(Cl)Cl)C(Cl)(Cl)Cl (configuration not stated),-10.0
Cc1ccc(-n2cc(-c3ccccc3)c3c(NCCCN4CCCC4=O)ncnc32)cc1Cl,13.0
CCOc1ccc(N(CC(=O)NN=Cc2cc(Br)c(C)o2)S(C)(=O)=O)cc1,-17.7
CCOc1cc(NS(=O)(=O)c2cc(C)c(C)cc2OC)ncn1,-5.0
O=C(C1CCN(c2ncnc3c2oc2ccccc23)CC1)N1CCN(c2ccccc2F)CC1,-2.0
Cc1csc(C(=O)N2CC(n3ccnn3)C2)c1,5.0
Cc1c(Cl)cccc1NC(=O)CSc1ncc(-c2ccccc2)[nH]1,22.0
Cc1ccc(-c2noc(-c3cccn(CC(=O)Nc4cc(C)ccc4C)c3=O)n2)cc1,0.0
CCn1c(N=Cc2ccccc2O)nc2ccccc21,-9.6
Cc1cc(NC(=O)Cc2ccc(F)cc2)n(-c2nc(C)c(C)c(=O)[nH]2)n1,34.0
O=C(Cc1cccs1)N1CCN(C(=O)C2CC2c2ccc(F)cc2)CC1 (configuration not stated),1.0
CCCCCCn1c(O)c(C=NN2CCCCCC2)c(=O)[nH]c1=O,-4.7
CC1CCN(C(=O)CSc2ncnc3sc4c(c23)CCC(C)C4)CC1 (configuration not stated),-15.0
COc1cc(C=Nn2nnnc2N)ccc1OC(C)C,-3.1
COc1cc(C)c(C)cc1S(=O)(=O)NC[C@H](O)c1cn(C)c2ccccc12,3.0
Cn1ccnc1S(=O)(=O)C1CCN(C(=O)c2ccsc2)CC1,-8.0
CC(CC(=O)NC1CCCC1)=NNC(=O)Cc1csc(N)n1,-0.8
CC(=O)c1sc(NC(=O)Cc2cccs2)nc1C,15.0
COc1ccc(N2CCN(c3cc(N4CCCC4)ccc3[N+](=O)[O-])CC2)cc1,93.0
O=C(Nc1nc(-c2ccccn2)cs1)c1cc(F)c(F)c(F)c1F,48.8
CN(C)c1ccc(CCCNC(=O)C(=O)Nc2cc(Cl)ccc2C#N)cc1,-8.0
CN(C)[C@@H](CNC(=O)NCCCc1ccccc1)c1ccsc1,-11.0
CC(=NNC(N)=S)c1ccncc1,-6.5
Cc1cc(C)c(S(=O)(=O)NC2CC(=O)N(c3ccc(Cl)cc3)C2)c(C)c1 (configuration not stated),1.0
CC(=O)Nc1ccc(NC(=O)CSc2nc(CC(=O)NCc3ccccc3)cs2)cc1,12.0
Cc1nn(-c2ccccc2)c(C)c1-c1cc(C(=O)NN=Cc2ccc(O)cc2)[nH]n1,-6.2
CSc1cccc2sc(N(C)CC(=O)O)nc12,-13.0
Cc1c(C)n(CC(O)CNC2CCCCC2)c2ccc(F)cc12 (configuration not stated),-5.0
CCOc1cccc2sc(NC(=O)Cc3ccc(S(=O)(=O)CC)cc3)nc12,8.0
CC(Oc1ccccc1)C(=O)NCCn1ccc(-c2ccsc2)n1 (configuration not stated),24.0
CN1C(=O)C(C)(C)COc2cc(NC(=O)c3ccc4nsnc4c3)ccc21,-17.0
COc1ccc(S(=O)(=O)N2CCCCC2CC(=O)Nc2ccc(OC(F)(F)F)cc2)cc1 (configuration not stated),-12.0

# An excerpt; count on the stated rates, not on these rows.
